CHX counter = affects cycloheximide protein synthesis inhibition readout, counter-screen; cell reporter, cycloheximide protein synthesis inhibition counterscreen; max response, %; actives 12% (n = 300,000); AID 2314; in the data active means max response mostly above about 13%, no sharp cut-off; inactive means mostly below about 14%; further: read at 38.3 µM for the half of the compounds with a filed dose; 0% is about no effect
Sm TGR block = S. mansoni TGR enzyme inhibition | Q962Y6 | purified TGR, DTNB reduction, TNB absorbance 405 nm | Potency, µM (series often up to 114 µM), inactives show at the top dose activity change, negative = inhibition, actives largely listed as inhibitors | actives 3% (n = 360,000) | AID 485364; further: potency means the concentration at half of the fitted maximal effect; on the % scale 0 is the no-effect control and ±100 the full control effect; nearly all actives have a fitted effect of over 60% in size
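Kinetic colorimetric format: TGR-catalysed, NADPH-driven DTNB reduction monitored via TNB absorbance. Enzyme dispensed at 20 nM; compound exposure 15 min at room temperature before reaction start.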
Shiga inhibitor = blocks Shiga toxin action in Vero cells; Vero cells, Shiga toxin protein synthesis inhibition reporter; inhibition, % at 38.7 µM; actives 9.2% (n = 290,000); in the data active means inhibition mostly above about 28%, no sharp cut-off; inactive means mostly below about 43%; further: 0% is about no effect
Giardia FBPA inh = Giardia lamblia aldolase inhibition | A8B2U2 | purified Giardia FBPA | Potency, µM (series often up to 59.6 µM), for inactives: at the highest dose activity, negative = inhibition, usual class: inhibitors | actives 0.71% (n = 290,000) | AID 2451; further: potency means the concentration at half of the fitted maximal effect; on the % scale 0 is the no-effect control and ±100 the full control effect; nearly all actives have a fitted effect of over 55% in size
Target sequence (A8B2U2 whole entry, looked up): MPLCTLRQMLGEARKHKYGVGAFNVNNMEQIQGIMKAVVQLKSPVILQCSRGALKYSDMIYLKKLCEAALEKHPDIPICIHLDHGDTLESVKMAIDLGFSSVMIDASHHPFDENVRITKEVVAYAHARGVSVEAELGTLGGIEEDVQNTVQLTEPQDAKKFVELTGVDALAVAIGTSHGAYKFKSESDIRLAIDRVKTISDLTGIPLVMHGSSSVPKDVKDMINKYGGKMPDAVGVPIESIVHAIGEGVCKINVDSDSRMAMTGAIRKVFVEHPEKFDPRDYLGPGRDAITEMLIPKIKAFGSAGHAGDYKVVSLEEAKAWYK
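Giardia FBPA (40 nM reagent) was preincubated 10 min at RT with compound (up to 57.5 uM final), then substrate plus GAPDH/TPI/NAD/arsenate coupling system with diaphorase/resazurin was added; resorufin fluorescence (525/598 nm) was read after 20 min.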
Pf growth 48h = inhibits P. falciparum growth in the first generation, 48 h; P. falciparum luciferase growth in erythrocytes, 48 h; Potency, µM (titrated, usually from 28.7 µM), inactives show top-dose activity change, negative = inhibition, hits mostly inhibitors; actives 5.9% (n = 310,000); further: potency means the concentration at half of the fitted maximal effect; on the % scale 0 is the no-effect control and ±100 the full control effect
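Here the parasites carry a stable luciferase gene and grow inside erythrocytes in Albumax-based RPMI medium with compound for one erythrocytic cycle. Activity is scored as loss of luminescent signal.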
Pf growth 96h = P. falciparum growth inhibition at 96 hour, primary screen for plastid delayed-death inhibitors; P. falciparum luciferase reporter growth, 96 h; Potency, µM (doses to about 28.7 µM), inactives show top-dose activity change, negative = inhibition, usual class: inhibitors; actives 6.9% (n = 320,000); further: potency means the concentration at half of the fitted maximal effect; on the % scale 0 is the no-effect control and ±100 the full control effect
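P. falciparum expressing integrated firefly luciferase grown in erythrocytes (2% hematocrit, 0.05% parasitemia final) with compounds for 96 hours at 37 C, 5% CO2. Growth inhibition read as loss of luminescence after adding luciferase detection reagent.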
* hit, by the source's call; ? = inconclusive; nt = no result given; & = joins results of further samples; [ ] = dose if it differs, or a comment. Unless noted, the call rests on the fitted dose curve; in most records, active means well fitted curve in the direction sought with a large enough effect; inconclusive means small, poorly fitted or top-dose-only effect, or another doubt; inactive means no such curve, though single readings can be large; an effect the other way counts as inactive or inconclusive.

molecule,Giardia FBPA inh,Pf growth 96h,Pf growth 48h,CHX counter,Sm TGR block,Shiga inhibitor
CCCn1c(SCC(=O)c2cc(OC)ccc2OC)nnc1-c1ccco1,-10%,-3%,?,-1,?,-5
COc1ccc(C2=NNC(c3cc(Cl)cc4c3OCOC4)C2)c(O)c1 (configuration not stated),13%,2%,8.3µM*,17*,nt,48
Cc1cc(C)cc(-n2c(C)cc(C(=S)N3CCOCC3)c2C)c1,-9%,42%[activator],12µM*,2,3%,9
CN(C)C(CNC(C(=O)Nc1ccc([N+](=O)[O-])cc1Br)c1ccccc1)c1ccccc1 (configuration not stated),20µM*,?,?,5,-16%,-11
Cc1oc(/C=N/NC(=O)CN(c2ccccc2Cl)S(C)(=O)=O)cc1Br,-7%,19%,13%,-2,?,-4
Cc1ccc2[nH]c(=O)c(CN(CCCN3CCOCC3)C(=O)NC3CCCCC3)cc2c1,-2%,nt,?,-2,100µM*,26
COc1ccc(/C=C/C(=O)NC(=S)Nc2ccccc2)cc1OC,-10%,16%,15%,5,-28%,18
Cc1cc(COC(=O)C2N3C(=O)[C@@H](NC(=O)COc4ccccc4)[C@H]3SC2(C)C)on1 (some centres not stated),-1%,12%,26%,-2,2%,-2
CN(C)/C=C(\C#N)C(=O)Nc1ccccc1,4%,313%[activator],77%[activator],32*,6%,57*
Cc1ccc(C)c(CN2CCC(CNC(=O)Nc3ccc(F)c(Cl)c3)CC2)c1,0%,0%,?,-1,-16%,-2
CCc1ccccc1NC(=O)Cn1nc(C(F)(F)F)c2c1CCC2,0%,?,3%,-1,-6%&2%,-2
Cc1nc2c(c(C)nn2-c2ccccc2)c(C)c1Cl,4%,14%,35%[activator],-4,4%,-10

(cont.)
molecule,Giardia FBPA inh,Pf growth 96h,Pf growth 48h,CHX counter,Sm TGR block,Shiga inhibitor
Cc1ccccc1C1CC(c2cccs2)=NN1S(C)(=O)=O (configuration not stated),-1%,-24%,4%,-1,8%,-7
N#CC1=C(N)Oc2c(ccc3ccccc23)C1c1ccsc1 (configuration not stated),?,225%[activator],48%[activator],20*,?,57*
Cc1cccn2c(=O)c3cc(C(=O)NCCN4CCOCC4)c(=N)n(CCN4CCOCC4)c3nc12,nt,-8%,?,-4,-7%,-6
CCN1C(=O)c2ccc(C(=O)Nc3cccc(C(=O)O)c3)cc2C1=O,13%,7%,nt,20*,0%,48*
CC1Cc2ccccc2N1CC(=O)Nc1ccc(S(=O)(=O)N(C)C)cc1 (configuration not stated),-11%,?,?,-1,-28%,-6
COC(=O)c1cn(C)c2ccc(S(=O)(=O)N3CCCCC3)cc2c1=O,-5%,?,-21%,-5,0%,-15
O=C(c1ccccc1)c1cc([N+](=O)[O-])ccc1N1CCCC1,2%,-25%,-1%,-7,-2%,-9
O=C(NC12CC3CC(CC(C3)C1)C2)N1CCC(O)CC1,7%,nt,?,-1,5%,-8
Nc1ccn(CC(=O)NCc2ccccc2)c(=O)n1,nt,34%[activator],37%[activator],nt,-7%,nt
c1cncc(-c2ccc3ncnc(NCc4ccc5c(c4)OCO5)c3c2)c1,nt,?,?,nt,5%,nt
Cc1cccc(Nc2c(F)c(F)c(F)c(F)c2C(=O)O)c1,20%,?,11%,-2,-3%,13
O=C(CSc1nnnn1-c1ccccc1)NCC1(N2CCCCC2)CCCCC1,nt,?,?,nt,-1%,nt

Continued, overlapping the part above by 6 compounds.
molecule,Giardia FBPA inh,Pf growth 96h,Pf growth 48h,CHX counter,Sm TGR block,Shiga inhibitor
O=C(c1ccccc1)c1cc([N+](=O)[O-])ccc1N1CCCC1,2%,-25%,-1%,-7,-2%,-9
O=C(NC12CC3CC(CC(C3)C1)C2)N1CCC(O)CC1,7%,nt,?,-1,5%,-8
Nc1ccn(CC(=O)NCc2ccccc2)c(=O)n1,nt,34%[activator],37%[activator],nt,-7%,nt
c1cncc(-c2ccc3ncnc(NCc4ccc5c(c4)OCO5)c3c2)c1,nt,?,?,nt,5%,nt
Cc1cccc(Nc2c(F)c(F)c(F)c(F)c2C(=O)O)c1,20%,?,11%,-2,-3%,13
O=C(CSc1nnnn1-c1ccccc1)NCC1(N2CCCCC2)CCCCC1,nt,?,?,nt,-1%,nt
Cc1cc(C)c(NC(=O)Cn2nnc(S(=O)(=O)c3ccc(C)c(C)c3)c2N)c(C)c1,nt,nt,nt,-4,-5%,-8
C=CCC(C(=O)OC)(C(=O)OC)c1ccc([N+](=O)[O-])cc1[N+](=O)[O-],-10%,-16%,-29%,-2,-12%,-7
COc1cc(O)c(C(CC(=O)N2CCN(c3ccccc3)CC2)c2ccc(N(C)C)cc2)c(OC)c1 (configuration not stated),-21%&-9%,12µM*,?,-3&-5,4%,-17&3
S=c1[nH]nc(-c2ccccc2Cl)n1CC1CCCO1 (configuration not stated),-12%,nt,20%,-3,5%,-5
CCCOC(=O)C(C)n1cnc2sc(C)c(C)c2c1=O (configuration not stated),2%,-1%,nt,6,-1%,18
CC1=C[C@@H](C)[C@@H](c2ccc(C(F)(F)F)cc2)OC1=O,6%&7%,24%,41%,2&-2,-5%,0&-11
Nc1c(Cl)ncnc1N1CCOCC1,5%,90%[activator],40%,-4,-19%,-4
Clc1cncc(Cl)c1N/N=C/c1ccncc1,8%,1.2µM*,?,-4,-6%,-10
COc1ccc(N2C(=O)c3ccccc3NC2c2ccccc2O)cc1 (configuration not stated),9%,1%,197%[activator],43*,-32%,57*
CCOC(=O)N1CCC(NC(=O)C2CCCN(Cc3nc(-c4ccc(CC)cc4)oc3C)C2)CC1 (configuration not stated),3%,-4%,?,2,-25%,4
C=CCNc1nc(NCc2ccccc2)nc(OCC)n1,-18%,21%,-7%,-2,15%,-8
CCSc1nc2sc3c(c2c(=O)n1CC)CCC3,4%,0%,-8%,1,11%,1

Continued:
molecule,Giardia FBPA inh,Pf growth 96h,Pf growth 48h,CHX counter,Sm TGR block,Shiga inhibitor
CCOC(=O)C1=C(C)NC(=O)NC1c1ccccc1 (configuration not stated),1%,-18%,21%,-5,-2%,-12
CCOc1cc(N2CCOCC2)c(OCC)cc1NC(=O)c1ccco1,-7%,?,-19%,-2,-3%,-14
Cc1c(OC(C)C(=O)N2C[C@H]3C[C@@H](C2)c2cccc(=O)n2C3)ccc2c3c(c(=O)oc12)CCC3 (some centres not stated),-9%,10µM*,-19%,-1,-18%,-3
COc1ccc(C(=O)NC(=S)Nc2cccc3nc(C)ccc23)cc1OC,-28%,-5%,6%,1,?,31
COc1cc2c(cc1OC)C(C(C(=O)N(CCc1ccc(OC)c(OC)c1OC)CCc1ccc(OC)c(OC)c1OC)c1ccccc1)=NCC2 (configuration not stated),?,1.5µM*,1.3µM*,11,nt,18
Cc1cccc(NC(=O)c2cc(=O)n(Cc3ccccc3)c(=O)[nH]2)c1,2%,58%[activator],?,12,-3%,-3
CC(C)Nc1nc(-c2ccncc2)nc(-c2ccccc2)c1C#N,6%,?,?,-2,15%,2
Cc1ccc2c(cnn2C(=O)CCC(=O)NCc2cccc(Cl)c2)c1,5%,40%[activator],6%,-1,-20%,-1
S=C(NCc1ccco1)N/N=C/c1ccc(Cl)cc1,-2%,11%,16%,1,-1%,15
COc1ccc(Br)cc1S(=O)(=O)NCCN1CCOCC1,6%,233%[activator],9%,-5,8%,-26
O=C(CSc1nc2ccccc2c(=O)n1CCCN1CCOCC1)NC12CC3CC(CC(C3)C1)C2,5%,?,10µM*,-6,-1%,-16
CCOC(=O)C1=C(C)N=C2SC(C)C(=O)N2C1c1ccc(C(=O)OC)cc1 (configuration not stated),4%,3.7µM*,3%,-1,-27%,-9

Further records
molecule,Giardia FBPA inh,Pf growth 96h,Pf growth 48h,CHX counter,Sm TGR block,Shiga inhibitor
COc1ccc(CNS(=O)(=O)CCNC(=O)c2ccc(OC)cc2)cc1,nt,-18%,4%,nt,2%,nt
O=c1cc(CO)oc(CN2CCN(CCO)CC2)c1O,-3%,34%[activator],nt,-2,-16%,-10
O=C1C2(CCC13COC(c1ccc(O)cc1)OC3)COC(c1ccc(O)cc1)OC2 (configuration not stated),1%,0%,14%,-4,6%,-12
COc1ccc(OCc2nnc(SCC(=O)NC3CC4CCC3C4)o2)cc1 (configuration not stated),2%,53%[activator],-6%,28*,-3%,44
CC1=C(C(N)=O)C(c2ccccc2)n2nc(-c3cccs3)nc2N1 (configuration not stated),-6%,-28%,nt,-2,-1%,10
N#Cc1ccccc1Cn1c(=O)n(-c2ccc(CC(=O)NCc3ccco3)cc2)c(=O)c2sccc21,0%,23%,-17%,-4,-2%,1
CC1(c2ccc3c(c2)OCCO3)NC(=O)N(CC(=O)Nc2ccccc2F)C1=O (configuration not stated),nt,44%[activator],3%,nt,0%,nt
COc1ccc(S(=O)(=O)Nc2cc(OC)c(NC(=O)c3ccco3)cc2OC)cc1,-12%,?,?,0,-18%,-11
O=C(NCCN1C(=O)C2C3C=CC(C3)C2C1=O)Nc1ccccc1 (configuration not stated),6%,?,nt,20,?,9
Cc1cccc(CC2SC(N)=NC2=O)c1 (configuration not stated),-22%,0%,-18%,7,-4%,3
CCn1c(=O)n(CC)c2cc(N3CCCC3)c(NC(=O)c3cccc(Cl)c3)cc21,-25%,12µM*,?,-5,-26%,17
COCCN(C(=O)COC(=O)CCOc1ccccc1)c1c(N)n(Cc2ccccc2)c(=O)[nH]c1=O,nt,1%,12%,nt,0%,nt

One compound at a time, from the list above. Order of values: Giardia FBPA inh	Pf growth 96h	Pf growth 48h	CHX counter	Sm TGR block	Shiga inhibitor
`COc1ccc(S(=O)(=O)Nc2cc(OC)c(NC(=O)c3ccco3)cc2OC)cc1` is listed with -12%	?	?	0	-18%	-11
`CCn1c(=O)n(CC)c2cc(N3CCCC3)c(NC(=O)c3cccc(Cl)c3)cc21` is listed with -25%	12µM*	?	-5	-26%	17

The listing continues.
molecule,Giardia FBPA inh,Pf growth 96h,Pf growth 48h,CHX counter,Sm TGR block,Shiga inhibitor
CC(C)c1ccc(NC2=CC(=O)CC(C)(C)C2)cc1,7%,4.7µM*,-25%,19,6%,29
COCC(=O)Nc1nnc(COc2ccccc2)s1,9%,?,24%,12,-16%,71
O=c1[nH]oc(O)c1-c1ncc(C(F)(F)F)cc1Cl,0%,-34%[5.75 µM],?,-2,-6%,5
CN(C(=O)CSc1nnc(COc2ccccc2F)n1N)C1CCCCC1,nt,-7%,15%,nt,0%,nt
CCOC(=O)C(C)Oc1cccc2c(=O)n(CC(=O)NCCc3ccccc3)ccc12 (configuration not stated),5%,6%,?,-1,10%,-17
CC(C)c1ccccc1NC(=S)NC1CCN(Cc2ccccc2)CC1,-3%,?,-19%,-7,-10%,-12
COc1ccccc1CN(C(=O)c1cnccn1)C(C(=O)NC1CCCCC1)c1cc(OC)c(OC)c(OC)c1 (configuration not stated),nt,16%,?,-3,10%,-8
CC(C)CNC(=O)CN(C1CCCCC1)S(=O)(=O)c1ccccc1,0%,-7%,-18%,-7,0%,-6

Screening data from PubChem BioAssay.
